Bioassay records as filed in PubChem BioAssay.
Tb hexokinase: blocks Trypanosoma brucei hexokinase 1 activity. recombinant TbHK1, G6PDH-coupled NADH A340. inhibition, % at 10 µM. 0.11% of 220,000 active. AID 1430;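 active means inhibition of 50% or more in the single-dose primary screen; inactive means inhibition below 50%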
EP2 modulator: modulates human prostaglandin E2 receptor EP2 signaling; induction, % at 25 µM; EP2-expressing cells, cAMP HTRF FRET, PGE2 co-stimulation; 0.83% of 260,000 active; P43116;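 active means compounds whose cAMP rise, as percent of the full-agonist control response, exceeds 60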;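 further: rat C6 glioma line stably carrying human EP2 under a CMV promoter; the protocol text gives 20 µM as final concentration; 100% = response of wells given 1 µM PGE2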
Target sequence (P43116 whole entry, looked up): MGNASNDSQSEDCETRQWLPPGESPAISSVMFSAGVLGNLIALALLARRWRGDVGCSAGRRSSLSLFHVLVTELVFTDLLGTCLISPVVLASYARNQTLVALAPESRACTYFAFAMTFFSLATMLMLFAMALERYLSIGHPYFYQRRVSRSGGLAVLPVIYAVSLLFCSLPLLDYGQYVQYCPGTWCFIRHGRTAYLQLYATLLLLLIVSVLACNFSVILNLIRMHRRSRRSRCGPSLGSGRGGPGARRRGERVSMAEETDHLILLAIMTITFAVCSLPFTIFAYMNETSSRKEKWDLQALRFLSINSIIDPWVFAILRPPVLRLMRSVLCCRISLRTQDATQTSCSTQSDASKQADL
Calpain2 inh: inhibitors of pig calpain II; purified calpain II, fluorogenic peptide substrate, 30 min; inhibition, % at 16 µM; 0.37% of 220,000 active; AID 1236;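 active means inhibition above about 50%, limit read from the data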
Hck-Nef inh: inhibitors of human Hck kinase activated by Nef | P08631 | Recombinant Hck-YEEI plus Nef, Z-Lyte FRET kinase assay | inhibition, % at 20 µM | 0.68% of 220,000 active | AID 463187;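 active means Hck-Nef kinase inhibition above about 50%, limit read from the data; inactive means inhibition below that limit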;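 further: 0% = DMSO with Hck plus Nef and 100% = Hck alone without Nef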
14-3-3 Bad PPI: disrupts binding of bovine 14-3-3 zeta to phospho-Bad peptide | 0.71% of 220,000 active | TR-FRET 14-3-3zeta/Dy647-pBad peptide displacement, 1 h | inhibition, % at 21.7 µM | AID 781;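 active means inhibition above about 70%, limit read from the data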;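 further: 0% = full 14-3-3 plus peptide FRET controls and 100% = background without 14-3-3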
Target sequence (P63103 whole entry, looked up): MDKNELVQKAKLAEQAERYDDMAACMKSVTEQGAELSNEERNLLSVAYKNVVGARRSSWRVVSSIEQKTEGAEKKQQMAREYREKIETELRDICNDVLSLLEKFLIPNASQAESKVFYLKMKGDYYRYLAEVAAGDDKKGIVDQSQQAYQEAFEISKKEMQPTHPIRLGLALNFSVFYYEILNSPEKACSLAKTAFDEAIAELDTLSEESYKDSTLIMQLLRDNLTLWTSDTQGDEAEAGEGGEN
L929 necroptosis: blocks zVAD induced death of L929 cells; AID 1377; 0.38% of 220,000 active; L929 zVAD necroptosis rescue, ATP luminescence, 24 h; with zVAD 60 µM; viability rescue, % at 10 µM;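 active means activation, scaled between plate controls, above about 75%, limit read from the data; inactive means activation under that limit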;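 further: 0% = zVAD with DMSO and 100% = DMSO alone without zVAD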
Rad51 HR inh: Rad51 (human) homologous recombination inhibition; Q06609; AID 1385; inhibition, % at 10 µM; 0.085% of 200,000 active; hRad51 DNA strand exchange, fluorescence dequenching;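 active means inhibition above 40% at the single screening dose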;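 further: 0% = DMSO control wells and 100% = blanks with heterologous ssDNA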
Target sequence (Q06609 whole entry, looked up): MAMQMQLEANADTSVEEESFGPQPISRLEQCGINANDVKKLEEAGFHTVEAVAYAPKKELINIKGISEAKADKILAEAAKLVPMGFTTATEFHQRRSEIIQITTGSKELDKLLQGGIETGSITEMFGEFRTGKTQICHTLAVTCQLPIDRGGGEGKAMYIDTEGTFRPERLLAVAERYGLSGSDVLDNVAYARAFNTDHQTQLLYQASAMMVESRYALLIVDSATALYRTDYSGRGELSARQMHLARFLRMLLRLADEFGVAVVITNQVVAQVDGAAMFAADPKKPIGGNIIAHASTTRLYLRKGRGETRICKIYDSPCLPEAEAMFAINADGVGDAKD
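Test system: preformed human Rad51 ssDNA filaments; also added: Donor/quencher-labelled 47-bp dsDNA substrate; doses: 10 µM final, single point; times: 37 °C 15-min filament assembly, 30-min compound preincubation, 15-min exchange; detection: FRET fluorescence dequenching, excitation 485 nm, emission 520 nm; read-out basis: Fluorescence-based percent inhibition, control- and blank-normalised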
eIF4E 4G PPI: eIF4E/eIF4G interaction inhibition in translation initiation; TR-FRET eIF4E-eIF4GI(517-606) binding, 2 h; inhibition, % at 21.7 µM; 0.37% of 220,000 active; AID 782;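 active means inhibition above about 30%, limit read from the data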;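 further: 0% = full FRET control wells and 100% = background wells lacking eIF4GI fragment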
PGE2 EP2 inh: inhibitors of human EP2 prostaglandin E2 receptor; P43116; C6 glioma cells expressing human EP2, cAMP TR-FRET; cells stimulated with saturating PGE2; inhibition, % at 25 µM; 0.52% of 260,000 active; AID 1422;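 active means percent inhibition above 40 after rounding to a whole number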;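 further: rat C6 glioma host cells with rolipram phosphodiesterase inhibitor present; the protocol text gives 20 µM as final concentration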
Starred values were filed as active, the others as inactive; i = inactive; nt = no result given; [ ] = another dose, or the depositor's remark. Only part of the results is shown; rates above refer to the full screens.

Every second line gives: Tb hexokinase | EP2 modulator | Calpain2 inh | Hck-Nef inh | 14-3-3 Bad PPI | L929 necroptosis | Rad51 HR inh | eIF4E 4G PPI | PGE2 EP2 inh
1: Oc1ccccc1C1Nc2cccc3cccc(c23)N1
  -18 | -15 | -272 | 2 | -13 | 0.4 | -4 | 13[fluorescence artefact?] | 13
2: O=C(CNC(=O)c1ccccc1)NCc1ccc(Cl)cc1
  -1 | 9 | -2 | 6 | 0 | 0.0 | 13 | 1 | 3
3: Cc1ccc(N(CC(=O)N2CCN(C3CCCCC3)CC2)S(=O)(=O)c2cccnc2)cc1
  8 | -1 | 18 | 10 | -5[fluorescence artefact?] | 0.0 | 2 | -13[fluorescence artefact?] | 6
4: Cc1nc(N)nc(C)c1Cc1ccccc1
  5 | 23 | 20 | 3 | 4 | -0.1 | 1 | -6 | 9
5: CCN(CC)C(=O)C1CCCN(Cc2ccccc2F)C1 (stereo not given)
  5 | -6 | -9 | -1 | 47 | 0.2 | -5 | -10[fluorescence artefact?] | 7
6: OCCC1CN(Cc2cnc(-c3ccccc3)s2)CCN1Cc1ccccc1 (stereo not given)
  -2 | -11 | -14 | 1 | -14 | 0.9 | 34 | -2 | 4
7: CN(C)CCNc1nc2sc3c(c2c(=O)n1-c1ccc(F)cc1)CCCCC3
  -12 | -42 | -9 | 0 | 5 | 1.1 | -15 | 1 | 0
8: CC1CCCN(c2nc3ccccc3nc2C(C#N)C(=O)OC2CCCCC2)C1 (stereo not given)
  11 | 18 | 3 | 0 | 6 | 0.0 | -4 | -6 | 8
9: Cc1cc(C)n2nc(SCc3nnc(SCc4ccccc4)s3)nc2n1
  -1 | -6 | 8 | 2 | 14 | -0.1 | -1 | 1[fluorescence artefact?] | -7
10: O=C(Nc1ccc2c(c1)C(=O)N(CC1CCCO1)C2=O)c1ccc(Cl)c(Cl)c1 (stereo not given)
  -14 | -9 | -154 | 11 | -1 | -0.1 | nt | 2 | nt
11: CCC(C)NC(=O)CSC1=Nc2ccccc2C2=NC(c3ccccc3)C(=O)N12 (stereo not given)
  -16 | 16 | -35 | -1 | 6 | -0.5 | -8 | 4 | 11
12: Cc1nc2c(ncn2-c2ccccc2)c(=O)n1NC(=O)CN1CCCCC1
  -5 | 15 | -3 | 1 | -1 | -0.5 | -10 | -2 | 8
13: CC(NC(=O)COc1ccc(-c2nnco2)cc1)c1ccc(Cl)cc1Cl (stereo not given)
  -7 | -4 | -2 | 2 | -9 | 2.0 | 2 | -3 | 11
14: CN(C)c1ccc(-c2nnn(CC(=O)N3c4ccccc4CCc4ccccc43)n2)cc1
  -12 | -7 | -167 | -1 | -12[fluorescence artefact?] | 0.4 | -7 | 0 | 5
15: COc1ccc(-c2csc(NCc3ccco3)n2)cc1C
  0 | -4 | -9 | -2 | 4 | 1.6 | -8 | 3 | 7
16: C/C(=N\NC(=O)Cn1c(-c2ccccn2)nc2ccccc21)c1cccc(O)c1
  1 | -8 | -40 | 24 | -15 | 1.8 | 33 | -1 | 9
17: O=C(CN(C(=O)c1ccc(Cl)cc1)N1C(=O)C2CCCCC2C1=O)c1ccc(Cl)cc1 (stereo not given)
  -3 | 18 | 3 | 1 | 3 | -0.2 | -9 | 6 | 6
18: N=c1sccn1CC(=O)NCCc1ccc(Cl)cc1Cl
  -6 | -28 | -32 | 0 | 14 | 1.5 | -9 | -3 | 20
19: CCCCNC(=S)N/N=C/c1cc(C)ccc1C
  2 | 12 | 16 | 1 | -3[fluorescence artefact?] | 0.1 | nt | 0 | 4
20: Nc1nc(CSc2nnnn2-c2ccc(Cl)cc2)nc(N2CCOCC2)n1
  -1 | -11 | 13 | 0 | -4[fluorescence artefact?] | 0.0 | 1 | -1[fluorescence artefact?] | 7
21: COc1cc(N/N=C(\C)c2ccc(N)cc2)nc(-c2ccccc2)n1
  -26 | 11 | 4 | 20 | -7 | 4.4 | -16 | -3 | 8
22: CCOc1cc2[nH]c(=S)n(CCN3CCC(C)CC3)c(=O)c2cc1OCC
  -10 | -10 | 7 | 0 | 4 | -0.1 | -1 | 2 | 4
23: Cc1ccc(-c2csc(N/N=C/c3ccco3)n2)cc1
  -8 | -5 | 1 | 0 | -9 | 0.1 | -11 | 6 | 4
24: COC(=O)CCCC1=CC2=C(c3ccccc3)C(=O)C(C)(OC(=O)C3CCCC3)C(=O)C2=CN1CC(C)C (stereo not given)
  -11 | 18 | 5 | 3 | -7 | -1.0 | -1 | -3 | 10
25: COC(=O)c1ccc(N/N=C/c2cc([N+](=O)[O-])cc(OC)c2O)cc1
  -37 | -69 | -104 | 28 | 19 | 4.9 | -17 | 10 | 11
26: CCOc1ccc(NC(=O)CSc2nnc(-c3ccccn3)n2C)cc1
  -3 | -6 | 8 | 0 | -4[fluorescence artefact?] | -0.1 | -2 | 1[fluorescence artefact?] | 7
27: O=C(Nc1ccccc1)N(Cc1ccc(Cl)cc1)CC(O)C(F)(F)F (stereo not given)
  7 | 3 | -12 | 0 | -10 | 0.6 | -8 | -2 | 18
28: C/C(=N\NC(=O)CNc1ccc(F)cc1)c1cc2ccccc2o1
  -10 | -64 | -41 | 18 | -13 | 19 | 6 | 2 | 5
29: COc1ccc(CC(=O)NNS(=O)(=O)c2ccc(F)cc2)cc1OC
  -3 | 9 | -10 | 18 | -20 | 0.2 | 0 | 4 | 9
30: CC1(C)NC(=O)N(CC(O)COc2cc3ccccc3cc2C(=O)N2CCCCC2)C1=O (stereo not given)
  -3 | 15 | 0 | 3 | 3 | 0.4 | 5 | 1 | 9
31: COc1ccc(Cc2nnc(NC(=O)c3ccco3)s2)cc1
  -10 | 23 | -31 | 0 | 3 | 0.7 | -4 | 6 | 7
32: O=C(CN1C(=O)C2CC=CCC2C1=O)N1CCN(c2ccc([N+](=O)[O-])cc2)CC1 (stereo not given)
  -14 | -43 | 17 | -8 | 2 | 0.1 | -14 | 9 | 7
33: CCOC(=O)c1ccccc1NC(=O)CSc1nnc(COc2ccccc2C)n1C
  5 | 40 | -3 | 0 | 8 | -0.1 | -1 | 0 | 3
34: COc1cccc(Cn2cnc3c(NS(=O)(=O)c4ccc(Cl)cc4Cl)c(C)c(C)cc32)c1
  8 | 22 | -107 | 0 | 2 | 1.7 | -5 | 8 | 3
35: COc1ccc(N2CCN(C(c3cccs3)C(C)NS(=O)(=O)c3ccccc3)CC2)cc1 (stereo not given)
  -2 | 16 | 19 | -1 | 8 | 0.1 | nt | 0 | nt
36: Cc1ccc(C)c(OCC(=O)Nc2ccc3c(c2)OCO3)c1
  -4 | 9 | -39 | 0 | 7 | 0.9 | nt | 2 | nt
37: O=C(COc1ccc(-n2cnnn2)cc1)NC(=O)NCc1ccccc1
  -3 | 3 | 8 | 5 | -12 | 1.9 | -10 | -18 | 12
38: N#Cc1nc(COc2ccc(F)cc2)oc1N1CCCCC1
  -2 | 6 | 19 | -6 | -10 | -1.1 | 22 | 0 | 9
39: O=C1Nc2cc(Cl)c(Cl)cc2N(O)N1c1cc(Cl)cc(Cl)c1
  4 | 2 | 9 | -1 | 12 | 0.2 | nt | -7 | 5
40: O=C(OCC(=O)N1CCCC1)c1c2c(nc3ccccc13)CCCCC2
  3 | -45 | 19 | 11 | 4 | -1.1 | 0 | 1 | 8
41: O=c1c(C=Nc2ccc(Cl)cc2)c[nH]n1-c1cccc(Cl)n1
  -11 | -11 | -18 | 26 | 38[fluorescence artefact?] | 0.1 | -7 | 9 | 9
42: Cc1sc2ncnc(OCC(=O)N3CCN(C(=O)c4ccco4)CC3)c2c1C
  4 | 16 | -22 | 17 | -10 | 0.6 | 23 | -3 | 5
43: S=c1[nH]nc(Nc2ccc(Cl)cc2)s1
  -10 | 20 | 16 | -94 | -3 | 0.9 | 5 | -2 | 19
44: COc1ccc(/C=C/c2nc(N)nc(-c3ccccc3O)n2)cc1
  -1 | -35 | -8 | 1 | -13 | 1.0 | 1 | -5 | 12
45: COCc1cc(=O)n2[nH]c(-c3ccc(C)cc3)cc2n1
  -6 | 4 | -51 | 1 | -3 | 0.8 | nt | 1 | 25
46: O=C(Cn1cc(C(F)(F)F)ccc1=O)N/N=C/c1cccc(Cl)c1
  2 | 8 | 22 | -14 | 1[fluorescence artefact?] | nt | nt | -2 | 14
47: CN(CC(=O)Nc1cc(S(=O)(=O)N2CCOCC2)ccc1Cl)C1CCS(=O)(=O)C1 (stereo not given)
  -1 | 8 | -31 | 23 | -9 | 1.2 | -9 | 1 | 1
48: CCOC(=O)c1ccc(NC(=O)c2cn(-c3ccccc3)nc2-c2ccncc2)cc1
  -6 | -10 | -106 | 1 | 2 | 0.5 | 4 | -15 | 7
49: CCc1c(C)c2cc(Cl)c(O)c(CN(C)C)c2oc1=O
  -27 | -10 | i | 123* | -2 | 0.3 | -8 | 0 | 10
50: COC(=O)C(NC(=O)c1ccco1)(Nc1nc(C)cs1)C(F)(F)F (stereo not given)
  -6 | 2 | 38 | -4 | 5[fluorescence artefact?] | 3.0 | -2 | -3[fluorescence artefact?] | 8
51: Cc1cccc(NC(=O)CSc2ccc(-c3ccco3)nn2)c1C
  1 | -3 | -14 | 2 | 6 | 0.1 | -3 | 0 | 6
52: COc1ccccc1OCC(=O)NNC(=O)c1c(-c2ccccc2Cl)noc1C
  2 | -5 | -24 | -6 | -12 | 0.5 | 8 | 0 | 7
53: Cc1ccc(NNC(=O)C(=O)N2CCCCC2)cc1
  -2 | -7 | 1 | -1 | -10 | -0.6 | 1 | 4[fluorescence artefact?] | 3
54: CCOc1ncccc1C(=O)NCC1COc2ccccc2O1 (stereo not given)
  2 | 29 | -15 | 3 | nt | 0.3 | 2 | nt | 4
55: CCOC(=O)C1=C(COC(=O)C2(C)CC2(Cl)Cl)NC(=O)NC1c1ccc(OC)cc1 (stereo not given)
  0 | -15 | 4 | 24 | -8 | 5.6 | -8 | 1 | 1
56: C/C(=N\n1cnnc1)c1ccccc1
  2 | 21 | -18 | 29 | -4 | 1.8 | -7 | -2 | 7
57: COc1cc(C(=O)NNC(=S)NC(=O)c2ccc3c(c2)OCO3)cc(OC)c1OC
  -23 | -15 | -54 | 17 | -11 | -0.2 | 15 | -10 | 7
58: Cc1cc(C)c2sc(N(CCN(C)C)C(=O)c3c(F)cccc3F)nc2c1
  -11 | 8 | -13 | 28 | 3 | 2.0 | 6 | -3 | 6
59: Cc1nn(Cc2ccccc2)c(C)c1/C=N/NC(=O)c1ccncc1
  -30 | -17 | 7 | -11 | 1 | -0.4 | -8 | 0 | 4
60: Cc1cc(C)c(NC(=S)N(CCCN2CCOCC2)Cc2cccnc2)c(C)c1
  6 | -4 | 25 | -10 | 1 | 1.1 | -12 | 1 | 2
61: CCN(CC)C(=O)C1=C(C)NC(=S)NC1c1cccs1 (stereo not given)
  -9 | 22 | -19 | 21 | -16 | 3.5 | 2 | -5 | 2
62: O=C(CCSc1ccccc1)NCCSc1ccccn1
  40 | -28 | 15 | 3 | 6 | -0.3 | -9 | 4 | 10
63: Cc1ccc2[nH]c(=O)c(CN(Cc3ccco3)C(=O)c3cccs3)cc2c1
  6 | 8 | -4 | 8 | 2 | -0.2 | -1 | 1 | 7
